Source: PubChem BioAssay
Pf growth 48h = inhibits P. falciparum growth in the first generation, 48 h | P. falciparum luciferase growth in erythrocytes, 48 h | Potency, µM (series often up to 28.7 µM), without a hit: at the highest dose activity change, negative = inhibition, actives largely listed as inhibitors | 310,000 tested, 5.9% active | AID 504832
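A one-generation exposure of luciferase-tagged malaria parasites in RPMI 1640/Albumax erythrocyte culture, 37 C and 5% CO2. Inhibition is inferred from decreased luminescence after adding detection reagent.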
Pf growth 96h = P. falciparum growth inhibition at 96 hour, primary screen for plastid delayed-death inhibitors; Potency, µM (titrated, usually from 28.7 µM), for inactives: at the top dose activity change, negative = inhibition, usual class: inhibitors; AID 504834; P. falciparum luciferase reporter growth, 96 h; 320,000 tested, 6.9% active
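Erythrocytes infected with luciferase-expressing P. falciparum were dispensed at 2% hematocrit and 0.05% parasitemia (final), then incubated with compounds 96 hours at 37 C in 5% CO2. Luminescence after detection reagent addition reported growth.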
HCV inhibitor = inhibitors of hepatitis C virus infection | Huh7.5.1 HCVcc-Cre infection, luciferase reporter, 44 h | Potency, µM (series often up to 41.8 µM), for the others: at the highest dose activity change, negative = inhibition, usual class: inhibitors | 340,000 tested, 3.4% active | AID 651820
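Cells seeded at 1,000/well and cultured 4 h, then compounds added followed by HCVcc-Cre virus (~0.5 moi). After 44 h further culture, luciferase substrate was added, plates held 15 min at room temperature, and luminescence read for 15 sec.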
Sm TGR inh = blocks Schistosoma mansoni thioredoxin glutathione reductase; AID 485364; Q962Y6; purified TGR, DTNB reduction, TNB absorbance 405 nm; 360,000 tested, 3% active; Potency, µM (titrated, usually from 114 µM), inactives show top-dose activity change, negative = inhibition, hits mostly inhibitors; also: nearly all actives have a fitted effect of over 60% in size
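Kinetic colorimetric format: TGR-catalysed, NADPH-driven DTNB reduction monitored via TNB absorbance. Enzyme dispensed at 20 nM; compound exposure 15 min at room temperature before reaction start.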
LmPK inh = inhibitors of Leishmania mexicana pyruvate kinase; purified LmPK, Kinase-Glo ATP luminescence, 1 h; Potency, µM (series often up to 57.5 µM), without a hit: at the highest dose activity change, negative = inhibition, hits mostly inhibitors; 290,000 tested, 0.37% active; AID 1721
Target sequence (Q27686 whole entry, looked up): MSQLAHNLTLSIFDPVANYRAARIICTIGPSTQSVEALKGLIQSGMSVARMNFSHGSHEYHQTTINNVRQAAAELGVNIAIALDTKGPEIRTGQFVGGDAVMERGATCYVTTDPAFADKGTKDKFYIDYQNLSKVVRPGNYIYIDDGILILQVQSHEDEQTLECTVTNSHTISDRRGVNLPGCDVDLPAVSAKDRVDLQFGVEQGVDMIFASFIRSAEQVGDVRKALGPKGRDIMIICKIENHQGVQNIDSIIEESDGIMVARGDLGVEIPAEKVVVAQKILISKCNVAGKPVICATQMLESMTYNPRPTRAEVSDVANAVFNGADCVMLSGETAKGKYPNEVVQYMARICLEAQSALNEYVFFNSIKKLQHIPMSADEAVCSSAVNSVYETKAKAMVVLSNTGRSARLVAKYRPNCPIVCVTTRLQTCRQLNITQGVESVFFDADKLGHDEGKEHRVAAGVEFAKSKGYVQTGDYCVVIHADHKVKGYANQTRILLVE
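Screened at intermediate enzyme activity to detect both inhibitors and activators: LmPK at 0.1 nM, with a 0.5 nM enzyme column as activation reference. PEP 0.5 mM, ADP 0.1 mM; ATP detected by luminescence after 1 h.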
Tb PYK inh = blocks Trypanosoma brucei pyruvate kinase | Q57TT1 | TbPYK enzyme, Kinase-Glo Plus ATP luminescence, 45 min | Potency, µM (top dose mostly 76.8 µM), inactives show at the highest dose activity, negative = inhibition, usual class: inhibitors | 410,000 tested, 0.12% active | AID 624173; also: nearly all actives have a fitted effect of over 50% in size
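Quantitative HTS: titrated library compounds versus trypanosomal pyruvate kinase in TEA buffer (pH 7.2) containing KCl, MgCl2, BSA and Tween-20. Reactions were initiated with ADP, 130 uM final. Kinase-Glo Plus luminescence was read after 45 min at RT.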
The depositor's hits bear a star; ? = inconclusive; . = no result given; [ ] = dose if it differs, or a comment. Calls follow the shape of the dose curve; as a rule, active = well fitted curve in the direction sought with a large enough effect; inconclusive = small, poorly fitted or top-dose-only effect, or another doubt; inactive = no such curve, though single readings can be large; an effect the other way counts as inactive or inconclusive. % is scaled to controls: 0 for no effect and ±100 for the full control effect; potency is read from the fitted curve at half-maximal effect. Hits appear at their usual frequency. About 16% of those tested had a hit in this group.

Under each structure – Tb PYK inh	Pf growth 48h	LmPK inh	HCV inhibitor	Pf growth 96h	Sm TGR inh
CCC(C)NC(=O)CN1C(=O)C(CC)Sc2ccccc21 (stereo unspecified)
→ -1%	-5%	-1%	3%	-65%	19%
CCCN(CCC)CC(C)(C)NS(=O)(=O)c1ccc(Cl)cc1
→ 22%	9%	-1%	?	8%	2%
Cc1ccccc1C(=O)c1cccn1CC(=O)NC(C)c1ccc2c(c1)OCCO2 (stereo unspecified)
→ 0%	-23%	1%[11.5 µM]	-21%	-2%	-8%
COc1ccc(NC(=O)c2cccnc2C(=O)O)c(OC)c1
→ -2%	.	-2%	-5%	58%[activator]	-16%
COC(=O)c1ccc(N2C(=O)CC(N(C)CCc3ccc(OC)c(OC)c3)C2=O)cc1 (stereo unspecified)
→ -16%	-10%	0%	-5%	9%	22µM*
O=C(Nc1cccc2c1CCCC2)c1ccco1
→ -1%	22%	6%	-18%	?	6%
CCOC(=O)C1CCCN(C(=O)CCn2nnnc2CN2CCOCC2)C1 (stereo unspecified)
→ 3%	42%	-1%	.	6%	?
OCCNC(=S)c1ccccc1
→ 3%	17%	-1%	5%	69%[activator]	9%
CCCC(=O)N1c2ccccc2C(=C2SC(C(=O)OC)=C(C(=O)OC)S2)C(=S)C1(C)C
→ -5%	17%	-4%	3%	-28%	-18%
COc1ccc(NC(=O)c2ccc(Cl)cc2)c[n+]1[O-]
→ -8%	-16%	-2%	17%	4%	-6%
COc1ccc(S(=O)(=O)N2CCOC2CNC(=O)C(=O)NCCN(C)C)cc1 (stereo unspecified)
→ -2%	-17%	-9%	5%	?	-1%
COc1ccc(Oc2ccc(/C=N/NC(=O)c3cccnc3)cc2[N+](=O)[O-])cc1
→ 1%	-8%	6%	?	14%	0%
Nc1cc(=O)nc(SCC(=O)NCc2ccccc2)n1CCc1ccccc1
→ -2%	-8%	-5%	23%	-2%	8%
Cc1ccc(S(=O)(=O)Nc2ccc(Cl)cc2C(=O)c2ccccc2)cc1
→ -7%	12%	5%	?	9%	-4%
Cn1c(CNC(=O)c2ccccc2F)nnc1SCCOc1ccccc1
→ 0%	-9%	-2%	9%	?	14%
CC1(C)CC(=O)c2cc(OCC(=O)NCCCN3CCN(c4ccccc4F)CC3)ccc2O1
→ -14%	?	-5%	?	?	-9%
O=C(NCCc1nnc2ccc(NCc3cccnc3)nn12)c1ccccc1F
→ 0%	-7%	10%[11.5 µM]	3%	8%	10%
CCCC(=O)NC(c1ccccc1)c1c(O)ccc2ccccc12 (stereo unspecified)
→ -12%	0%	-7%	?	11%	5%
N#CCC(=O)Nc1ccc(C(=O)OCC(=O)c2ccc3c(c2)NC(=O)CO3)cc1
→ 3%	13µM*	.	1%	?	-23%
O=C1NN(c2cccc(Br)c2)C(=O)/C1=C\c1ccc(N2CCOCC2)cc1
→ 1%	24%	1%	13%	?	-13%
COc1ccc(NC(=O)COC(=O)CNC(=O)COc2ccccc2)cc1OC
→ 1%	-21%	.	-5%	33%[activator]	-6%
COc1ccc(CNC(=O)CNS(=O)(=O)c2cccc(C#N)c2)cc1OC
→ 6%	-27%[0.00184 µM]	1%	-6%	2%	-2%
CC(C)(C)n1nnnc1CN1CCN(C2CCCC2)CC1
→ 1%	17%	9%	4%	.	-1%
O=C(C1CCN(S(=O)(=O)N2CCC3(CC2)OCCO3)CC1)N1CCCCC1
→ -4%	-9%	2%	11%	48%[activator]	11%
Clc1ccccc1CSc1cc2c(nn1)-c1ccccc1CC2
→ 3%	71%[activator]	2%	-27%	2%	12%
O=S(=O)(c1ccc(F)cc1)N1CCC(c2nc3ccccc3[nH]2)CC1
→ -21%	?	-4%	6%	-19%	9%
COc1ccc(-c2cc(=O)oc3cc(OCc4nn[nH]n4)ccc23)cc1
→ 0%	37%[activator]	4%	3%	4.7µM*	1%
Nc1nonc1-n1nnc(C(=O)N/N=C/c2cccnc2)c1CSC1=NCCS1
→ 1%	-20%	1%	5%	?	-3%
O=C(Nc1nccs1)c1c(O)c2c(n(Cc3ccco3)c1=O)CCCC2
→ 0%	13%	-13%	12%	-12%	?
COCCNC(=O)Cn1nc(-c2ccccc2OC)ccc1=O
→ -4%	10%	-2%	19%	66%[activator]	-3%

Next section, starting with the last four of the part before.
Under each structure – Tb PYK inh	Pf growth 48h	LmPK inh	HCV inhibitor	Pf growth 96h	Sm TGR inh
COc1ccc(-c2cc(=O)oc3cc(OCc4nn[nH]n4)ccc23)cc1
→ 0%	37%[activator]	4%	3%	4.7µM*	1%
Nc1nonc1-n1nnc(C(=O)N/N=C/c2cccnc2)c1CSC1=NCCS1
→ 1%	-20%	1%	5%	?	-3%
O=C(Nc1nccs1)c1c(O)c2c(n(Cc3ccco3)c1=O)CCCC2
→ 0%	13%	-13%	12%	-12%	?
COCCNC(=O)Cn1nc(-c2ccccc2OC)ccc1=O
→ -4%	10%	-2%	19%	66%[activator]	-3%
CC(=O)N1CCN(CC(=O)Nc2c(Cl)ccc(C)c2Cl)CC1
→ 3%	0%	-11%	19%	48%[activator]	7%
O=C(Oc1ccccc1)N1CCN(c2ccc(F)cc2)CC1
→ -1%	-16%	2%	-7%	.	-4%
COc1ccc(/C=C(\C#N)C(=O)Nc2cccc3ncccc23)cc1OC
→ 1%	2%	-6%	0%	-9%	3%
O=C(Cn1cnc2c(oc3ccccc32)c1=O)N1CCCc2ccccc21
→ 4%	.	7%	-7%	?	-13%
CC[C@@]12C(=O)N(c3cccc(C)c3)C(=O)N1[C@H](c1ccc(OC)cc1)[C@@H]1C(=O)N(C(C)(C)C)C(=O)[C@@H]12
→ 2%	?	0%	27%	?	-1%
CC(C)Cc1nnc(NC(=O)CC(C)c2ccccc2)s1 (stereo unspecified)
→ 3%	-8%	-14%	7%	?	-5%
O=C(Cc1ccsc1)NNC(=O)c1ccc(F)cc1
→ -5%	8%	.	-10%	12%	0%
O=C(NCc1ccon1)C1CCC(=O)N(CCc2ccc(Cl)cc2)C1 (stereo unspecified)
→ -1%	-8%	-2%	19%	?	8%
COc1cc2c(cc1OC)CN(C(=O)CCNS(=O)(=O)c1ccc(Br)cc1)CC2
→ 2%	9.3µM*	.	0%	?	-12%
CCC(=O)N(Cc1cc(=O)[nH]c2ccccc12)c1ccccc1
→ -4%	-1%	8%	9%	-17%	-18%
Cc1ccc(S(=O)(=O)Nc2cccc3cccnc23)cc1
→ -2%	.	4%	?	3.7µM*	6%
Cc1nnc(SC(C)C(=O)Nc2ccc3ccccc3c2)n1C (stereo unspecified)
→ -2%	-18%	.	11%	-6%	-4%
COCCNC(=O)C12CC3CC(C1)CC(c1ccccc1)(C3)C2
→ 6%	-15%	-1%	-27%	54%[activator]	18%
CC(C)(C)c1ccc(C(=O)N2CCNCC2)cc1
→ 2%	18%	-4%	6%	.	-6%
COc1ccccc1N1CCN(C(=O)c2ccc3nc[nH]c3c2)CC1
→ 1%	22%	-1%	11%	1%	-1%
COc1ccc(C2Nc3ccccc3NC3=C2C(=O)CC(C)(C)C3)cc1OC (stereo unspecified)
→ 3%	0%	8%	32%[activator]	-23%	8%
CCOc1ccc(NC(=O)CN(C)C(=O)c2c(-c3ccccc3Cl)noc2C)cc1OCC
→ -4%	?	.	?	?	3%
CCOc1cc(C)c(S(=O)(=O)N2CCCCC2)cc1C
→ -9%	-22%	11%	?	?	-20%
COc1ccccc1N1CCN(C(=O)C2CCN(C(=O)c3ccc(C(C)(C)C)cc3)CC2)CC1
→ -9%	4.7µM*	6%	?	0%	2%
CC1=C(C(=O)OCc2ccccc2)C(c2ccc([N+](=O)[O-])cc2)NC(=O)N1C (stereo unspecified)
→ 1%	47%[activator]	-2%	-26%	0%	-2%
S=C(NCc1ccccc1)NCc1cccc(Cl)c1
→ -2%	9%	-6%	-22%	3.7µM*	-1%
O=C(Nc1ccccc1C(=O)O)c1ccc(Cl)c(S(=O)(=O)N2CCOCC2)c1
→ -2%	32%[activator]	-7%	3%	?	-3%
COc1ccc(S(=O)(=O)Nc2c(C)c(C)cc3c2ncn3C)cc1
→ 3%	-16%	-4%	-14%	-4%	0%
COC(=O)c1ccccc1NCCO
→ 4%	5%	1%	?	0%	10%
COc1cccc(-n2nnc3c(=O)n(Cc4ccc(Br)cc4)cnc32)c1
→ 4%	30%[activator]	-1%	?	?	-19%
CCN(C(=O)COc1ccccc1)c1nnc(-c2cccnc2)s1
→ -16%	.	-4%	16%	?	0%
CCN(CC)C1=NC(=[N+](CC)CC)c2ccccc21
→ -6%	0.74µM*	-5%	?	0.29µM*	0%
CCC(C)(C(=O)NC1CCCC1)N(C(=O)CNC(C)=O)c1ccccc1 (stereo unspecified)
→ -2%	-9%	-9%	-7%	.	-3%
COc1cc(NC(=O)CCc2nnc3ccc(N4CCC(C)CC4)nn23)cc(OC)c1
→ -3%	-16%	8%	-11%	1.9µM*	3%
CC(C)N(Cc1cnn(C)c1)Cc1nc(COc2ccccc2)no1
→ 4%	-17%	0%	12%	77%[activator]	-25%

Just HCV inhibitor and Sm TGR inh, for some of the entries so far:
| Structure | HCV inhibitor | Sm TGR inh |
| --- | --- | --- |
| CCCC(=O)N1c2ccccc2C(=C2SC(C(=O)OC)=C(C(=O)OC)S2)C(=S)C1(C)C | 3% | -18% |
| COc1ccc(NC(=O)c2ccc(Cl)cc2)c[n+]1[O-] | 17% | -6% |
| COc1ccc(S(=O)(=O)N2CCOC2CNC(=O)C(=O)NCCN(C)C)cc1 (stereo unspecified) | 5% | -1% |
| COc1ccc(Oc2ccc(/C=N/NC(=O)c3cccnc3)cc2[N+](=O)[O-])cc1 | ? | 0% |

(further entries)
Under each structure – Tb PYK inh	Pf growth 48h	LmPK inh	HCV inhibitor	Pf growth 96h	Sm TGR inh
O=[N+]([O-])c1ccc2nc(-c3ccccc3)[nH]c2c1
→ -9%	118%[activator]	?	-3%	?	0%
Nc1nc(CSc2nc3ccccc3s2)nc(Nc2ccccc2)n1
→ .	-14%	5%	?	-16%	0%
CCOc1ccc(C(=O)Nc2nccs2)cc1[N+](=O)[O-]
→ 4%	50%[activator]	1%	?	?	6%
NC(=S)N/N=C/c1ccc(-n2nncc2-c2ccc(Cl)cc2)cc1
→ 7%	0%	4%	13µM*	?	6%
COc1cc(C2N(c3ccc(Cl)cc3)C(=O)C3CCCN32)cc(OC)c1OC (stereo unspecified)
→ 3%	.	9%	2%	-1%	-8%
COc1ccccc1CNC(=O)C1CCN(S(=O)(=O)c2ccc3c(c2)OCCO3)CC1
→ -3%	-9%	-5%	-6%	54%[activator]	-11%
O=C(COC(=O)c1ccc(O)cc1)Nc1nccs1
→ -1%	35%[activator]	-2%	16%	31%[activator]	9%
CSCC[C@H](NC(=O)Nc1ccc(C)cc1)C(=O)O
→ -2%	23%	-3%	21%	.	1%
O=C(c1ccc(F)cc1)C1CCN(C(=S)Nc2ccc(F)cc2)CC1
→ 0%	-12%	-5%	?	?	4%
CC(C)C(O)(C#CCN1CCCCCC1)c1ccccc1 (stereo unspecified)
→ -1%	?	4%	-8%	-1%	-15%
COc1cccc(OC)c1CN1CCCC(C(=O)c2ccccc2SC)C1 (stereo unspecified)
→ -5%	?	1%	?	9%	8%
CN=C1SC(CC(=O)Nc2ccc(C(=O)O)cc2)C(=O)N1C (stereo unspecified)
→ -4%	.	-2%	0%	16%	-9%
Cc1ccsc1CNn1cnnc1SCc1ccc(Cl)cc1
→ 5%	-20%	1%	-13%	?	1%
CCOC(=O)c1ccc(COC(=O)c2ccc3c(c2)-c2ccccc2C3=O)cc1
→ 3%	51%[activator]	8%	5%	79%[activator]	8%
